Lipid storage S3 = qHTS Assay for Lipid Storage Modulators in Drosophila S3 Cells. Potency in µM for hits, for the others lipid storage change, negative = inhibition, % at the top dose, mostly 46.1 µM. Drosophila S3 cells, BODIPY lipid droplet fluorescence, 18-24 h; cells fed with added oleic acid. 320,000 compounds, 0.64% hits; active means well fitted inhibition curve with a large enough effect in the signal ratio, with a control signal flat, not every such curve was filed as active; inconclusive means small, poorly fitted or top-dose-only effect, or effect the other way, or a change in a side signal; the % refers to the signal ratio
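Drosophila S3 cells loaded with oleic acid (400 uM, as added) and compounds at several concentrations; lipid droplets imaged by 488-nm laser-scanning cytometry, 500–530 nm intensity and object ratio to cell channel. Percent activity normalized to 20 uM Triacsin C.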
Lipid storage S3 cell count max = recorded beside Lipid storage S3, whose call it bears; cell number change, %; measured here: cell count max response;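 cells counted by Cell Tracker Red CMTPX staining in the red channel; peak over a dose series mostly up to 46.1 µM; percent activity relative to internal control wells on each plate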
An asterisk follows results filed as active; i = inactive; ? = inconclusive; nt = no result given. On the % scale 0 is the no-effect control and ±100 the full control effect; potency means the concentration at half of the fitted maximal effect. Only part of the results is shown; count on the stated rates, not on these rows.

SMILES	Lipid storage S3	Lipid storage S3 cell count max
Cc1ccc(-c2nc(COC(=O)c3c(C)noc3C)cs2)cc1	?	nt
CCN(C(=O)COC(=O)C1=COCCO1)c1ccccc1	?	nt
O=C(Cn1ncc2c3ccccc3n(Cc3ccccc3F)c2c1=O)NCC1CCCO1 (stereo unspecified)	?	nt
COC(=O)c1ccc(NC(=O)COc2coc(CN3CCc4ccccc43)cc2=O)cc1	?	nt
COc1ccc(N2C(=O)CC(S/C(N)=N/N=C/c3ccnc4ccccc34)C2=O)cc1 (stereo unspecified)	?	nt
CSc1nc(NS(=O)(=O)c2cc(Br)ccc2Br)cc(=O)[nH]1	i	13
O=C(NCc1ccco1)C1(c2ccc(Br)cc2)CCCC1	21%	nt
Cc1ccc(S(=O)(=O)NCCSc2ncccn2)cc1	14%	19
Oc1ccccc1/C=N/Nc1ccnc(SCc2ccccc2)n1	?	nt
FC(F)(F)c1nnc2c(Sc3ccccn3)nc3ccccc3n12	?	nt
CCN(CCNC(=O)C1CCCN(S(=O)(=O)c2cnc[nH]2)C1)c1ccccc1 (stereo unspecified)	?	nt
COc1ccccc1OC(C)C(=O)Nc1ccccc1C(=O)NCC1CCCO1 (stereo unspecified)	?	nt
Cc1ccc(-n2cc(CNCCc3ncc(C)[nH]3)c(-c3ccc(F)cc3)n2)cc1	?	nt
O=C(O)c1c2c(nc3ccc(S(=O)(=O)N4CCC(C(=O)NC5CCCC5)CC4)cc13)CCCCC2	?	nt
CCOC(=O)C1CCN(Cc2ccc(N(C)C)cc2)CC1	?	nt
Cc1ccc(OC(=O)c2ccc(C)c(C)c2)cn1	12%	5
C/C(CCc1ccc2c(c1)OCO2)=N\N=C1\NC(=O)CC(C(=O)Nc2ccccc2F)S1 (stereo unspecified)	4%	-5
COc1ccc(CCN2CC3=C(C2=O)C(c2ccccc2)NC(=O)N3C)cc1OC (stereo unspecified)	?	nt
Cc1cc(C)nc(-n2nc(C)c3c(C(F)(F)F)cc(=O)[nH]c32)n1	?	nt
O=C(C[n+]1ccccc1)N/N=C/c1cc(Br)cc(Br)c1O	?	nt
CCOC(=O)Oc1ccc2oc(=O)cc(C)c2c1	3%	0
CC1CCCN(C(=O)c2cc(F)c(F)cc2Cl)C1 (stereo unspecified)	6%	-3
NC(=O)c1ccc(NCc2ccco2)c([N+](=O)[O-])c1	-5%	-9
Fc1ccc(Nc2nc(N3CCOCC3)nc(N3CCOCC3)n2)cc1Cl	?	nt
COc1ccc(/C=C/c2c(-c3ccc(OC)cc3)sc3ccc(N4CCOCC4)cc23)cc1	?	nt

Quoted at random: 7 records from the list, in no set order.
SMILES	Lipid storage S3	Lipid storage S3 cell count max
Cc1cc(C)nc(-n2nc(C)c3c(C(F)(F)F)cc(=O)[nH]c32)n1	?	nt
COc1ccc(CCN2CC3=C(C2=O)C(c2ccccc2)NC(=O)N3C)cc1OC (stereo unspecified)	?	nt
Cc1ccc(S(=O)(=O)NCCSc2ncccn2)cc1	14%	19
C/C(CCc1ccc2c(c1)OCO2)=N\N=C1\NC(=O)CC(C(=O)Nc2ccccc2F)S1 (stereo unspecified)	4%	-5
CCOC(=O)Oc1ccc2oc(=O)cc(C)c2c1	3%	0
CCN(C(=O)COC(=O)C1=COCCO1)c1ccccc1	?	nt
CCN(CCNC(=O)C1CCCN(S(=O)(=O)c2cnc[nH]2)C1)c1ccccc1 (stereo unspecified)	?	nt

More compounds:
SMILES	Lipid storage S3	Lipid storage S3 cell count max
Cc1cc(C)n2cc(CSc3ncn[nH]3)nc2n1	?	nt
COC(=O)/C(=N/Nc1ccccc1OC)N1CCCc2ccccc21	9%	-4
CCOc1cc(/C=C2\SC(=Nc3ccccc3)N(c3ccccc3)C2=O)ccc1OCC(=O)O	9%	6
COc1ccc(Oc2nccc(OC)c2C#N)cc1	i	nt
Cn1c(SCCS(=O)(=O)c2ccc(Cl)cc2)nnc1-c1ccccc1	-14%	-11
CCOC(=O)c1ccc(NC(=O)CC2S/C(=N/N=C/c3c[nH]c4ccccc34)NC2=O)cc1 (stereo unspecified)	?	nt
CC(CCc1ccc(O)cc1)NCCC(c1ccccc1)c1ccccc1 (stereo unspecified)	23%	-16
CC1=C(C(=O)Nc2ccccc2)C(c2ccncc2)n2nnnc2N1 (stereo unspecified)	1%	2
CC1(c2ccc3c(c2)OCCO3)NC(=O)N(CC(=O)Nc2ccccc2SCC#N)C1=O (stereo unspecified)	?	nt
COc1ccc(NC(=O)CS(=O)c2ccc(Br)cc2)cc1 (stereo unspecified)	?	nt
O=CNCCc1nc2ccccc2n1CCc1ccccc1	?	nt
Cc1cc(=O)oc2cc(NC(=O)c3cc(F)ccc3F)ccc12	?	nt
COc1ccc(CN(CC2CCCO2)C(=O)c2cc3ccccc3oc2=O)cc1 (stereo unspecified)	i	nt
CCN1CCN(c2cc3nc(C)n(Cc4ccccc4)c(=O)c3cc2NC(=O)c2ccccc2F)CC1	?	nt
COc1c(C)cc(Br)cc1C(=O)Nc1cccc(-c2nc3ncccc3o2)c1	?	nt
Cc1cc(C)nc(N2CCC(C(=O)NCc3ccco3)CC2)n1	2%	-1
COc1ccc(CCNC2CC(=O)N(C3CCCCC3)C2=O)cc1OC (stereo unspecified)	9%	5
COc1ccc(-c2ccccc2NC(=O)C2CCCN(Cc3ccco3)C2)cc1 (stereo unspecified)	?	nt
O=C(Cc1ccc2c(c1)OCCO2)c1c(O)cc(O)cc1O	?	nt
CC1CCCCN1C(=O)Cn1c(=O)n(C2CCCCC2)c(=O)c2ccccc21 (stereo unspecified)	?	nt
COC(=O)c1ccc(COc2ccc(/C=N/O)cc2)o1	-14%	-1
COc1cc(CCC(=O)OCC(=O)Nc2ccccc2OC(F)F)cc(OC)c1OC	?	nt
CC1(C)CC(=O)C(C=NCCN2CCN(CCCCS(=O)(=O)O)CC2)=C(O)C1	0%	-2
Nn1c(SCc2ccc(Br)cc2)nnc1-c1ccncc1	1%	27
O=C1NN(c2ccccc2)C(=O)/C1=C\c1cccc(OC(=O)c2cccs2)c1	?	nt

Quoted from the results shown (three entries):
SMILES	Lipid storage S3	Lipid storage S3 cell count max
CC1(C)CC(=O)C(C=NCCN2CCN(CCCCS(=O)(=O)O)CC2)=C(O)C1	0%	-2
Nn1c(SCc2ccc(Br)cc2)nnc1-c1ccncc1	1%	27
O=C1NN(c2ccccc2)C(=O)/C1=C\c1cccc(OC(=O)c2cccs2)c1	?	nt

The listing picks up with the 2 entries that preceded the break.
SMILES	Lipid storage S3	Lipid storage S3 cell count max
Nn1c(SCc2ccc(Br)cc2)nnc1-c1ccncc1	1%	27
O=C1NN(c2ccccc2)C(=O)/C1=C\c1cccc(OC(=O)c2cccs2)c1	?	nt
O=C(C[n+]1cc(-c2ccccc2)n2c1CCC2)Nc1nc(-c2ccc(F)cc2)cs1	12%	1
CCN(CC)CCN(C(=O)c1ccc(Br)s1)c1nc2cc3c(cc2s1)OCO3	-4%	-18
CCOc1ccc(OCCC(=O)N2CCN(S(=O)(=O)c3ccc(OCC)cc3)CC2)cc1	2%	6
CCOc1cc(/C=C2\SC(=S)N(C(C(=O)O)c3ccccc3)C2=O)ccc1O (stereo unspecified)	?	nt
CC(C)C(=O)Nc1sc2c(c1C#N)CCCCC2	-1%	-7
CCOc1ccc2oc(=O)cc(C)c2c1	?	nt
C=CCn1c(-c2cc(OC)cc(OC)c2)n[nH]c1=S	11%	-1
Cc1cc(C(F)(F)F)c2c(C)nn(CCc3nn[nH]n3)c2n1	15%	22
O=C(Nc1cccc(F)c1)C1CCN(S(=O)(=O)c2cccc3nonc23)CC1	?	nt
Cc1ccc(-c2nn(-c3ccccc3)cc2/C=C2\SC(=S)N(CCCCCC(=O)O)C2=O)o1	?	nt
O=C1CC(N2CCC(O)(c3ccc(Cl)cc3)CC2)C(=O)N1Cc1ccc(N2CCCC2=O)cc1 (stereo unspecified)	i	nt
O=C(CC1C(=O)NCCN1Cc1c(F)cccc1Cl)NCCc1ccccn1 (stereo unspecified)	17%	5
O=S(=O)(c1ccc2ccccc2c1)N(CC1CO1)c1ccccc1 (stereo unspecified)	?	nt
CCCc1cc(C(N)=O)c(NC(=O)c2ccco2)s1	?	nt
O=C(COc1ccccc1)NCc1ccc2c(c1)OCO2	15%	-19
C#CCOCCOCCOCCNc1nc(N2CCN(C(=O)[C@H](CCCCN)n3cc([C@@H](N)CC(C)C)nn3)CC2)nc(N2CCN(C(=O)[C@H](Cc3ccc(O)cc3)n3cc([C@@H](N)CC(C)C)nn3)CC2)n1	?	nt
Cc1nn(Cc2ccccc2Cl)c(Cl)c1C(=O)NCCc1ccccc1	?	nt
CCOCCCNC(=O)CN1C(=O)/C(=C/c2ccccc2C)Sc2ccccc21	-3%	13
CCOC(=O)C1=C(Cc2ccc(OC)cc2)C(=O)c2ccccc2C1=O	?	nt
Cn1ncc(C(N)=O)c1NC(=S)NC(=O)c1ccc(Br)o1	?	nt
Cc1ccc(NC(=O)C2CCCN(S(=O)(=O)c3cccc4nonc34)C2)cc1 (stereo unspecified)	?	nt
Oc1cc(NCc2ccc(F)cc2)cc2cccnc12	?	nt
CC(=O)Cc1nsc(NC(=O)c2ccc(-c3cccc(C(F)(F)F)c3)o2)n1	?	nt
CCOC(=O)C1=C(CN2CC(C)CC(C)C2)NC(=O)NC1c1ccc2c(c1)OCO2 (stereo unspecified)	0%	-2
CCOc1ccc(S(=O)(=O)n2cnc3cc(C)c(C)cc32)cc1	?	nt

The results go on:
SMILES	Lipid storage S3	Lipid storage S3 cell count max
COCCCn1c2nc3ccccc3nc2c2c(=O)n(CC3CCCO3)cnc21 (stereo unspecified)	?	nt
Cc1ccc2c(c1)NC(=O)C(CC(=O)NCCCN1CCCC1)O2 (stereo unspecified)	4%	5
CCOc1cc(N2CCOCC2)c(OCC)cc1NC(=O)c1ccco1	7%	nt
CCN(CC)c1ccc(NC(=O)C2CCCC2)cc1	?	nt
O=C(C1CCCN(Cc2ccccc2[N+](=O)[O-])C1)N1CCCCC1 (stereo unspecified)	?	nt
O=C(CCCN1CC=C(n2c(=O)[nH]c3ccccc32)CC1)c1ccc(F)cc1	?	3
COc1ccccc1C(=O)NCCC(=O)Nc1ccc(S(=O)(=O)N2CCC(C)CC2)cc1	i	2
Cc1ccc(SCc2cc(=O)[nH]c(N3CCCCC3)n2)cc1	?	nt
N#CC(CO)(Cc1ccc(OC(F)F)cc1)c1nc2ccccc2[nH]1 (stereo unspecified)	?	nt
CCN(CC)S(=O)(=O)c1ccc(N2CCOCC2)c(NC(=O)C2COc3ccccc3O2)c1 (stereo unspecified)	6%	-5
CSc1ccc(/C=N/Nc2cccc(C(=O)O)c2)cc1	?	nt
COc1ccc(NS(=O)(=O)c2cc3c(cc2C)N(C(C)=O)CCO3)c(OC)c1	22%	2
CSc1nc2nccc(/C=C\c3ccccc3)n2n1	?	nt
COc1cccc(-c2nc(CS(=O)(=O)CC(=O)Nc3ccccc3C)c(C)o2)c1	?	nt
N=c1c[n+](-c2ccc(Cl)cc2)[n-]o1	?	nt
C=CCc1cc(C=O)cc(OC)c1OCc1ccc(C(=O)O)cc1	?	nt
CCCn1cnc2c(c1=O)c1nc3ccccc3nc1n2CCC1=CCCCC1	i	-10
COc1ccccc1NC(=O)CCN1C(=O)c2ccccc2S1(=O)=O	?	nt
O=C(NC(Cc1c[nH]c2ccccc12)C(=O)O)c1ccccc1 (stereo unspecified)	?	nt
Cc1ccc(N2C(=O)S/C(=C/c3cn(C)c4ccccc34)C2=O)cc1	?	nt
COc1cc(C(C)=O)ccc1OC(=O)c1cc2cccc(OC)c2oc1=O	?	nt
CCCC(=O)Nc1nn(C)c2nc3c(C)cccc3cc12	?	nt
O=C(NC1CCCCC1)C1CC=CCC1C(=O)OCC(Cl)=C(Cl)Cl (stereo unspecified)	-17%	-7
Cc1ccccc1NC(=O)C(C)SCc1ccccc1 (stereo unspecified)	?	nt
Cc1nc(Cl)c(C#N)cc1-c1ccccc1	0%	nt

Some of the entries above, reformatted.
canonical_smiles | Lipid storage S3 | Lipid storage S3 cell count max
N#CC(CO)(Cc1ccc(OC(F)F)cc1)c1nc2ccccc2[nH]1 (stereo unspecified) | ? | nt
CCN(CC)S(=O)(=O)c1ccc(N2CCOCC2)c(NC(=O)C2COc3ccccc3O2)c1 (stereo unspecified) | 6% | -5
CSc1ccc(/C=N/Nc2cccc(C(=O)O)c2)cc1 | ? | nt

Next part:
SMILES	Lipid storage S3	Lipid storage S3 cell count max
COc1ccc(OC)c(NC(=O)C2CCCN2S(=O)(=O)c2cccc3nsnc23)c1 (stereo unspecified)	?	nt
Cc1cccc(NC(=S)N2CCC(c3nc4ccccc4s3)CC2)c1	11%	-15
Cc1ccc(CNc2cccnc2)cc1	?	nt
O=C(NCc1ccccc1)c1onc(CS(=O)(=O)c2ccccn2)c1C(=O)NCc1ccccc1	-2%	-19
CCc1ccc(/C=C2/SC(=S)N(CCC(=O)Nc3cccc(C(=O)O)c3)C2=O)cc1	i	21
COc1ccc(/C=N/Nc2cc(N(C)C)nc(N(C)C)n2)cc1	?	nt
Cc1ccc(C(=O)Cn2c(=N)n(CCN3CCOCC3)c3ccccc32)cc1	?	nt
Cc1cc(C)c(C(=O)N2CCC(N3CCC(C(=O)NC(C)C)CC3)CC2)o1	?	nt
O=C(O)c1cc2nccc(-c3ccco3)n2n1	?	nt
CCOc1ccc(CNC(=O)c2ccc(Sc3ccc(C)cc3)c(NC(C)=O)c2)cc1	28%	-1
O=C(Nc1cccc(Cl)c1)C1C2CCC3C(CCC21)C3(Cl)Cl (stereo unspecified)	-9%	7
CCOn1c(=O)c(=O)n(O)c2ccccc21	-6%	-4
CC(=O)Nc1ccccc1NC(=O)C/C(C)=N/NC(=O)Cc1cccc2ccccc12	?	nt
CCCOc1ccc(-c2nc(OCC)c3ccccc3n2)cc1	?	nt
CC(=O)c1cccc(NC(=O)NC2CCCc3ccccc32)c1 (stereo unspecified)	-4%	-3

Compound activity from PubChem BioAssay.
